High-throughput results as filed in PubChem BioAssay.
KB-3-1 cytotox = KB-3-1 parental cell cytotoxicity | KB-3-1 viability, CellTiter-Glo ATP luminescence, 72 h | Potency, µM (doses to about 46.1 µM), inactives show top-dose activity change, negative = cytotoxic, hits mostly cytotoxic | 400,000 tested, 1.4% active | AID 1347075; also: potency is read from the fitted curve at half-maximal effect; % is scaled to controls: 0 for no effect and ±100 for the full control effect; nearly all actives have a fitted effect of over 60% in size
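KB-3-1 cells, DMEM (no phenol red) + 10% FBS; compound by pin transfer, 72 h, 37 °C. Readout: CellTiter-Glo luminescence after 10 min. Data normalized, curve-fitted.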
HT1080 IDH1KD tx = kills HT-1080 cells with IDH1 knockdown; 360,000 tested, 2% active; AID 686971; Potency, µM (highest dose often 46.1 µM), for inactives: at the highest dose activity, negative = toxicity, actives largely listed as cytotoxic; HT-1080 IDH1 knockdown viability, ATP luminescence, 48 h;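 also: potency is read from the fitted curve at half-maximal effect; 0% = DMSO wells and -100% = cell-free medium wells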
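Knockdown cells (IDH1KD HT-1080) received compounds 2 h after plating at 750 cells/well and were kept 48 h at 37 °C in 5% FBS RPMI. A CellTiter-Glo luminescence read gave % activity for curve fitting.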
IL1B secr inh = inflammasome signaling inhibition, IL-1 beta readout. activity change, % at 57.5 µM. THP-1 LPS/ATP IL-1B secretion, AlphaLISA, 16 h; active compounds read low. 360,000 tested, 4.7% active; in the data active = activity change below about -50%; inconclusive = mostly about -30% to -49%; also: % is scaled to controls: 0 for no effect and ±100 for the full control effect
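Secreted IL-1B measured by AlphaLISA bead assay after 16 h compound exposure of THP-1 cells; compounds (final up to 57.5 uM) added 1 h before LPS (250 ng/mL) and ATP (1.25 mM) stimulation; lower signal means less secretion.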
S2 tox = cell viability loss in ATXN counter-screen; S2 cells (HEK-293 line with an ATXN2-luciferase reporter) viability, CellTiter-Fluor protease fluorescence, 24 h; 400,000 tested, 0.49% active; Potency, µM (doses to about 56.7 µM), actives largely listed as cytotoxic; AID 651635; also: potency is read from the fitted curve at half-maximal effect; nearly all actives have a fitted effect of over 40% in size
SW480 rereplic = DNA re-replication induction in SW480 cells. AID 624297. 340,000 tested, 1.8% active. SW480 DNA re-replication, Hoechst DNA content imaging, 48 h. Potency, µM (doses to about 46.1 µM), without a hit: at the top dose re-replication activation, actives largely listed as activators; also: potency is read from the fitted curve at half-maximal effect; % of control where 0% means no effect; nearly all actives have a fitted effect of over 55% in size
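SW480 cells exposed to compounds for 48 hr at 37 C, 5% CO2, then Hoechst-stained 40 min. Nuclear DNA content imaged by fluorescence scanning (405 nm excitation, 500-530 nm emission); re-replication scored as increased high-intensity nuclei.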
MCF10A rereplic = induces DNA re-replication in MCF 10a normal breast cells; MCF 10A DNA re-replication, Hoechst nuclear intensity, 48 h; Potency, µM (highest dose often 46.1 µM), inactives show top-dose activity, positive = re-replication, hits mostly activators; 350,000 tested, 2.9% active; also: potency is read from the fitted curve at half-maximal effect; % of control where 0% means no effect; nearly all actives have a fitted effect of over 50% in size
ATXN2 expr inh = inhibitors of ATXN2 expression | HEK-293 ATXN2-luciferase reporter, luminescence, 24 h | Potency, µM (top dose mostly 57 µM), for inactives: top-dose activity change, negative = inhibition, hits mostly inhibitors | 360,000 tested, 0.72% active | AID 1745845; also: potency is read from the fitted curve at half-maximal effect; % is scaled to controls: 0 for no effect and ±100 for the full control effect; nearly all actives have a fitted effect of over 55% in size
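ATXN2-luciferase reporter cells (luciferase flanked by upstream and downstream ATXN2 gene portions) were treated 24 h at 37 °C with compounds at up to 57 uM. SteadyGlo luminescence gave expression; GF-AFC fluorescence gave viability.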
HT1080NT lethal = kills 2HG-producing HT-1080-NT fibrosarcoma cells; HT-1080-NT fibrosarcoma viability, CellTiter-Glo ATP luminescence, 48 h; Potency, µM (titrated, usually from 46.1 µM), for the others: at the top dose activity, negative = less viability, most hits filed as cytotoxic; 360,000 tested, 1.6% active;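 also: NT is the 2HG producing partner of a matched IDH1 knockdown line; potency is read from the fitted curve at half-maximal effect; 0% = DMSO-treated cells and -100% = media-only wells without cells; nearly all actives have a fitted effect of over 55% in size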
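Viability by CellTiter-Glo luminescence after 48 h compound exposure at 37C of HT-1080-NT cells (750/well, RPMI, 5% FBS). % activity scaled between DMSO wells and medium-only wells, then curve-fitted and categorized by curve class.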
HepG2 viability = counter-screen for TGF-b inhibitors: cytotoxicity in HepG2 cells; HepG2 CAGA-GFP viability, ATP luminescence, 18 h; Potency, µM (highest dose often 46.1 µM), for the others: top-dose activity change, negative = cytotoxicity, actives largely listed as cytotoxic; 410,000 tested, 0.76% active; AID 588856; also: potency is read from the fitted curve at half-maximal effect; some results filed as inactive show a strong effect at the top dose
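CellTiter-Glo luminescence gave cytotoxicity after 18 hours at 37 degrees C. The cells were HepG2 CAGA-GFP in 1% FBS DMEM, stimulated with 500 pg/mL TGF-beta after compound addition. %Activity was normalised to no-cell wells (complete cell-killing) and DMSO (no toxicity), and curves were fitted and classified.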
* marks the source's active call; other numbers are inactive results; i = inactive; ? = inconclusive; . = no result given; [ ] = dose if it differs, or a comment. Unless noted, calls follow the shape of the dose curve; as a rule, active = well fitted curve in the direction sought with a large enough effect; inconclusive = small, poorly fitted or top-dose-only effect, or another doubt; inactive = no such curve, though single readings can be large; an effect the other way counts as inactive or inconclusive.

SMILES | KB-3-1 cytotox | HT1080 IDH1KD tx | IL1B secr inh | S2 tox | SW480 rereplic | MCF10A rereplic | ATXN2 expr inh | HT1080NT lethal | HepG2 viability
N#Cc1ccc(-c2csc(NC(=O)C3CC3)n2)cc1 | 1% | 8% | -8 | i | -5% | 4% | 21% | 13% | 0%
CCOC(=O)[C@]12CCCC=C1N(Cc1cccc3ccccc13)C(=O)[C@H](CC(=O)N1CCCCC1)C2 | ? | -11% | -23 | ? | . | . | -20% | -21% | .
CCOc1ccc2nc(NC(=O)CSCC(=O)Nc3cc(C)on3)sc2c1 | -6% | -1% | 4 | i | -1% | 0% | 30% | 3% | 0%
COc1cccc(CSc2nc3ccncc3n2CC(=O)Nc2ccc(OC)c(OC)c2OC)c1 | 8% | . | . | i | . | . | 3% | . | 3%
CCOc1ccc(NS(=O)(=O)c2ccc(NC(=S)NC(=O)CC(C)C)cc2)cc1 | -27% | -5%[9.24 µM] | 0 | i | ? | ? | -27% | ? | -100%
COc1ccc(NC(=O)c2ccccc2C)cc1 | 13% | 1% | -24 | i | 4% | -13% | -3% | -2% | -31%
O=C(CSc1ccccn1)NCc1ccc2c(c1)OCO2 | -1% | 8% | 0 | i | 3% | -7% | . | 5% | 3%
CCCCc1c(-c2ccc(Br)cc2)ncn1CCc1ccccc1OC | 16µM* | 7.3µM* | -93* | 16µM* | . | . | ? | 9.2µM* | .
CSC1=NSC2=NC(=O)/C(=C\c3cccs3)C(=N)N12 | ? | -24% | 0 | i | -13% | ? | 31%[activator] | -21% | -34%
CN(C)CCCN(C(=O)c1cc2ccccc2oc1=O)c1nc2ccc(F)cc2s1 | 7% | 10% | 0 | ? | -3% | -2% | -15% | -4% | -27%
O=C(CCc1ccccc1)Nc1ccc2c(c1)OCO2 | 0% | 15% | -16 | i | 0%[9.22 µM] | ? | 22% | 2% | -8%
NC(=O)c1nsc(C(=O)N(c2cccc(F)c2)C(C(=O)NC2CCCC2)c2ccc(O)cc2)c1N (stereo unspecified) | -28% | -7% | 6 | i | 6% | -4% | 4% | -23% | -17%
CN1C(C(=O)c2ccccc2)=C(N)c2ccccc2S1(=O)=O | 4% | 11% | -13 | i | -13% | 2% | -9%[11.3 µM] | 13% | 0%
O=C(N/N=C/c1ccc(Br)s1)c1ccc([N+](=O)[O-])cc1 | ? | ? | -4 | i | 16% | -2% | -23% | ? | -11%
CCc1noc(C)c1C(=O)N1CCCC(CCC(=O)NCc2cccc(OC)c2)C1 (stereo unspecified) | 4% | 5% | 54 | i | -3% | 1% | -17% | -2% | 2%
CN(C(=S)NC(=O)C12CC3CC(CC(C3)C1)C2)c1ccc(O)cc1 | -1% | -15% | 38 | . | 22% | 11% | . | -8% | -22%
COc1ccc(C2=Nn3c(nnc3-c3ccncc3)SC2)cc1 | 17% | -24% | 12 | i | ? | 17% | 29% | -1% | -11%
OC(c1cccnc1)c1cccs1 (stereo unspecified) | 6% | 17% | 29 | ? | 2% | -2% | 1% | 7% | 0%
CCN1C(=O)C(CC(=O)Nc2cc(C)ccc2C)SC1=Nc1ccc(S(N)(=O)=O)cc1 (stereo unspecified) | 7% | -13% | -5 | i | 1% | 2% | 1% | -4% | -14%
CN1CCN(C(=O)CCCOc2ccc(Cl)cc2Cl)CC1 | -1% | -4% | -17 | i | -1% | 11% | 0% | -1% | -32%
CC(=O)Nc1ccc(CCCCc2ccccc2)cc1 | -4% | -19% | 0 | i | ? | ? | 3% | -8% | 8%
O/N=C/c1cc(Br)cc(Br)c1OCc1ccccc1 | 0% | ? | 4 | i | 4% | ? | -13% | ? | -47%
C=CCn1c(C)cc(C(=O)COC(=O)COc2ccccc2C#N)c1C | 6% | 4% | 5 | i | -1% | 7% | 3% | 7% | -1%
CC(c1ccccc1)n1cnc2ccccc21 (stereo unspecified) | 10% | 0% | 71 | i | 0% | 4% | -16% | -6% | -9%
COc1cccc(C(=O)Nc2ccc(NC(=O)C3CC3)nc2)c1 | 3% | 3% | -20 | i | -24% | 7% | 4% | 5% | 3%
COc1ccc(N2CCN(C(=O)c3ccc4c(c3)CC(c3ccccc3)OC4=O)CC2)cc1 (stereo unspecified) | ? | -20% | -11 | i | -23% | 4% | -23% | -27% | -10%
CC1(c2ccc(Cl)cc2)CC(C)(C)N(C(=O)c2ccccc2)c2ccccc21 (stereo unspecified) | 8% | . | . | i | . | . | 22% | . | -14%
O=C(Cn1cc(S(=O)(=O)N2CCN(c3ccccc3F)CC2)c2ccccc2c1=O)NCCCN1CCCCCC1 | 9% | ? | -61* | ? | 21µM* | ? | ? | ? | -9%
COc1ccc(N(CC(=O)N2CCC(Cc3ccccc3)CC2)S(C)(=O)=O)cc1 | -17% | -3% | 7 | i | 5.8µM* | ? | -16% | -2% | 16%
CC(C)C(NC=C1C(=O)OC(C)(C)OC1=O)C(=O)O (stereo unspecified) | -5% | 0% | -4 | i | -3% | 1% | -2% | 22% | -1%

A second format for two compounds above:
| compound | KB-3-1 cytotox | HT1080 IDH1KD tx | IL1B secr inh | S2 tox | SW480 rereplic | MCF10A rereplic | ATXN2 expr inh | HT1080NT lethal | HepG2 viability |
| --- | --- | --- | --- | --- | --- | --- | --- | --- | --- |
| O/N=C/c1cc(Br)cc(Br)c1OCc1ccccc1 | 0% | ? | 4 | i | 4% | ? | -13% | ? | -47% |
| C=CCn1c(C)cc(C(=O)COC(=O)COc2ccccc2C#N)c1C | 6% | 4% | 5 | i | -1% | 7% | 3% | 7% | -1% |

Other entries follow:
SMILES | KB-3-1 cytotox | HT1080 IDH1KD tx | IL1B secr inh | S2 tox | SW480 rereplic | MCF10A rereplic | ATXN2 expr inh | HT1080NT lethal | HepG2 viability
O=[N+]([O-])c1cc(/C=N\Nc2ccccn2)ccc1Cl | -5% | 6% | ? | i | -38% | ? | -9% | 5% | -46%
Clc1cccc(CNc2ccn3nc(-c4ccc(OCCN5CCOCC5)cc4)cc3n2)c1 | ? | ? | -5 | . | . | . | ? | 16µM* | -48%
COC(=O)/C(=C\Nc1ccccc1N)c1ncc(C(F)(F)F)cc1Cl | -19% | 0% | 0 | i | 12% | 10% | 33%[activator] | 2% | -3%
N#Cc1cc(-c2ccccc2)c[nH]c1=O | -10% | -4% | 0 | i | -2% | 10% | -12% | -2% | -1%
N#C/C(=C/c1ccc(O)c([N+](=O)[O-])c1)C(=O)Nc1ccccc1 | 18µM* | 8.2µM* | -2 | ? | 6.5µM* | 4.6µM* | ? | ? | -24%
Cc1ccc(CN2CC(C(=O)N(Cc3nnc(-c4ccccc4Cl)o3)C3CC3)CC2=O)cc1 (stereo unspecified) | -9% | -5% | ? | i | -8% | -2% | 5% | -6% | -15%
O=C(CN(Cc1ccc(F)cc1)C(=O)c1ccco1)NCc1ccc(F)cc1 | 7% | -2% | ? | i | -2% | 3% | -1% | 0% | -5%
NS(=O)(=O)c1ccc(NC(=S)NC(=O)c2cccnc2)cc1 | 4% | 22% | 34 | i | 2% | -5% | -27% | 1% | 6%
CCOc1ncccc1C(=O)Nc1cccc(C(=O)Nc2cccc(S(=O)(=O)CCO)c2)c1 | -2% | -3% | ? | i | -1% | 22% | -18% | 0% | 2%
CC/C(C)=N/NS(=O)(=O)c1ccc(C)c([N+](=O)[O-])c1 | 7% | 1% | 19 | i | -25% | ? | -3% | 8% | -3%
CCN(c1ccccc1)S(=O)(=O)c1ccc(NC(=O)c2cc(=O)c3cc(C)ccc3o2)cc1 | -15% | . | . | i | . | . | -5% | . | 1%
Cc1cc(C)cc(N(CC(=O)NC2CCCCC2)C(=O)CCCC(=O)Nc2ccccn2)c1 | -3% | -10% | -15 | i | -1% | -28% | -10% | -4% | 11µM*
c1ccc(CCc2nn3c(Cn4cnc5ccccc54)nnc3s2)cc1 | ? | ? | 2 | i | 0% | 0% | -2% | -21% | -14%
Cc1oc(-c2cccs2)nc1CN1CCC(c2ccccc2)CC1 | -6% | -5% | 1 | ? | -3% | 0% | 0% | -5% | -4%
COc1ccc(OC)c(NC(=O)CSc2ncnc3sc(C)cc23)c1 | -1% | 4% | -10 | i | ? | -9% | 7% | 7% | 6%
O=C(O)[C@H]1CCCC[C@H]1C(=O)NCCc1ccccc1 | 0% | 10% | -9 | i | -2% | -4% | 8% | 11% | 1%
CN(C)/C=C(\C(=O)c1ccccc1)c1nnnn1-c1ccc(F)cc1 | -4% | 6% | 17 | i | -88%[inhibitor] | 6% | 5% | 13% | 4%
O=C(CCNC(=O)c1ccccc1Cl)Nc1ccncc1 | 5% | 13% | 22 | i | -2% | 9% | -2% | 0% | 0%
O=C(CNc1cccc2ccccc12)N/N=C/c1ccccn1 | 5% | ? | . | i | -1% | ? | -38% | ? | 12%
Cc1ccccc1CC(=O)c1ccc(O)c(C)c1O | 8% | ? | -55* | i | 2% | ? | -17% | ? | -6%
Cc1noc2ncnc(Oc3ccccc3)c12 | -2% | 10% | -5 | i | 0% | 1% | -22% | 10% | -12%
N#C/C(=C\Nc1ccccc1O)c1nc2ccccc2o1 | 0% | ? | -70* | ? | -1% | ? | -32% | ? | -69%
COc1ccc(CC(=O)Nc2c3c(nn2-c2cccc(Cl)c2)CS(=O)C3)cc1 (stereo unspecified) | 0% | 8% | 1 | i | -8%[9.22 µM] | -32%[inhibitor] | -3% | 5% | 8%
CCc1noc(C)c1C(=O)N1CCN(S(=O)(=O)c2ccc(C)cc2)CC1 | 0% | -2% | 6 | i | 26% | 4% | 2% | -3% | 12%
O=S1(=O)C=C(Sc2nc3ccccc3s2)c2ccccc21 | 2.3µM* | 2.6µM* | -66* | 7.1µM* | ? | 2.9µM* | ? | 2.3µM* | 11µM*
CCOC(=O)COn1c(=O)c(-c2cccs2)[n+]([O-])c2ccccc21 | -5% | 1% | 11 | i | -5% | 13% | 3% | 17% | 6%
